Compound activity (PubChem BioAssay)
BoNT-F LC inh – BoNT/F light chain protease inhibitors, primary screen, biochemical, flow cytometry, MLPCN library; Botulinum neurotoxin type F light chain protease (Clostridium botulinum); hit rate 0.22% among 360,000; Multiplex microsphere protease cleavage assay; inhibition, % at 10 µM; in the data active = inhibition above about 35%, passing the limit was not always enough; inconclusive = no clear call, values can overlap the other calls; note: plate controls were buffer without enzyme for full effect and enzyme alone for no effect
Anthrax LF inh2 – Bacillus anthracis LF protease inhibitors, primary screen, biochemical, multiplex microsphere, MLPCN library. Lethal factor (Bacillus anthracis), P15917. multiplex microsphere protease cleavage assay. inhibition, % at 10 µM. hit rate 0.12% among 360,000; note: plate controls were buffer without enzyme for full effect and enzyme alone for no effect
PrPC surface inh – inhibitors of human cell surface prion protein PrPC, primary screen, cell-based, TR-FRET; Major prion protein (Homo sapiens), P04156; TR-FRET read-out; AID 720596, 2013; hit rate 0.43% among 370,000; inhibition, % at 13.8 µM; in the data active = inhibition above about 24%; note: 0% = median of the test wells and 100% = reference compound wells
FadD28 binding – inhibitors of FadD28 bisubstrate probe binding, primary screen, biochemical, fluorescence polarization, single point; Mycobacterium tuberculosis FadD28 fatty-acid-AMP ligase; AID 588549, 2011; inhibition, % at 12.5 µM; hit rate 0.22% among 360,000; in the data active = inhibition above about 8.5%, passing the limit was not always enough; inconclusive = no clear call, values can overlap the other calls
TcdB GH inh – TcdB glycohydrolase inhibitors, primary screen, biochemical, single point, plate reader. TcdB glycohydrolase enzymatic assay. inhibition, % at 9.99 µM. hit rate 0.24% among 350,000; in the data active = inhibition above about 10%
Target sequence (P18177 whole entry, looked up): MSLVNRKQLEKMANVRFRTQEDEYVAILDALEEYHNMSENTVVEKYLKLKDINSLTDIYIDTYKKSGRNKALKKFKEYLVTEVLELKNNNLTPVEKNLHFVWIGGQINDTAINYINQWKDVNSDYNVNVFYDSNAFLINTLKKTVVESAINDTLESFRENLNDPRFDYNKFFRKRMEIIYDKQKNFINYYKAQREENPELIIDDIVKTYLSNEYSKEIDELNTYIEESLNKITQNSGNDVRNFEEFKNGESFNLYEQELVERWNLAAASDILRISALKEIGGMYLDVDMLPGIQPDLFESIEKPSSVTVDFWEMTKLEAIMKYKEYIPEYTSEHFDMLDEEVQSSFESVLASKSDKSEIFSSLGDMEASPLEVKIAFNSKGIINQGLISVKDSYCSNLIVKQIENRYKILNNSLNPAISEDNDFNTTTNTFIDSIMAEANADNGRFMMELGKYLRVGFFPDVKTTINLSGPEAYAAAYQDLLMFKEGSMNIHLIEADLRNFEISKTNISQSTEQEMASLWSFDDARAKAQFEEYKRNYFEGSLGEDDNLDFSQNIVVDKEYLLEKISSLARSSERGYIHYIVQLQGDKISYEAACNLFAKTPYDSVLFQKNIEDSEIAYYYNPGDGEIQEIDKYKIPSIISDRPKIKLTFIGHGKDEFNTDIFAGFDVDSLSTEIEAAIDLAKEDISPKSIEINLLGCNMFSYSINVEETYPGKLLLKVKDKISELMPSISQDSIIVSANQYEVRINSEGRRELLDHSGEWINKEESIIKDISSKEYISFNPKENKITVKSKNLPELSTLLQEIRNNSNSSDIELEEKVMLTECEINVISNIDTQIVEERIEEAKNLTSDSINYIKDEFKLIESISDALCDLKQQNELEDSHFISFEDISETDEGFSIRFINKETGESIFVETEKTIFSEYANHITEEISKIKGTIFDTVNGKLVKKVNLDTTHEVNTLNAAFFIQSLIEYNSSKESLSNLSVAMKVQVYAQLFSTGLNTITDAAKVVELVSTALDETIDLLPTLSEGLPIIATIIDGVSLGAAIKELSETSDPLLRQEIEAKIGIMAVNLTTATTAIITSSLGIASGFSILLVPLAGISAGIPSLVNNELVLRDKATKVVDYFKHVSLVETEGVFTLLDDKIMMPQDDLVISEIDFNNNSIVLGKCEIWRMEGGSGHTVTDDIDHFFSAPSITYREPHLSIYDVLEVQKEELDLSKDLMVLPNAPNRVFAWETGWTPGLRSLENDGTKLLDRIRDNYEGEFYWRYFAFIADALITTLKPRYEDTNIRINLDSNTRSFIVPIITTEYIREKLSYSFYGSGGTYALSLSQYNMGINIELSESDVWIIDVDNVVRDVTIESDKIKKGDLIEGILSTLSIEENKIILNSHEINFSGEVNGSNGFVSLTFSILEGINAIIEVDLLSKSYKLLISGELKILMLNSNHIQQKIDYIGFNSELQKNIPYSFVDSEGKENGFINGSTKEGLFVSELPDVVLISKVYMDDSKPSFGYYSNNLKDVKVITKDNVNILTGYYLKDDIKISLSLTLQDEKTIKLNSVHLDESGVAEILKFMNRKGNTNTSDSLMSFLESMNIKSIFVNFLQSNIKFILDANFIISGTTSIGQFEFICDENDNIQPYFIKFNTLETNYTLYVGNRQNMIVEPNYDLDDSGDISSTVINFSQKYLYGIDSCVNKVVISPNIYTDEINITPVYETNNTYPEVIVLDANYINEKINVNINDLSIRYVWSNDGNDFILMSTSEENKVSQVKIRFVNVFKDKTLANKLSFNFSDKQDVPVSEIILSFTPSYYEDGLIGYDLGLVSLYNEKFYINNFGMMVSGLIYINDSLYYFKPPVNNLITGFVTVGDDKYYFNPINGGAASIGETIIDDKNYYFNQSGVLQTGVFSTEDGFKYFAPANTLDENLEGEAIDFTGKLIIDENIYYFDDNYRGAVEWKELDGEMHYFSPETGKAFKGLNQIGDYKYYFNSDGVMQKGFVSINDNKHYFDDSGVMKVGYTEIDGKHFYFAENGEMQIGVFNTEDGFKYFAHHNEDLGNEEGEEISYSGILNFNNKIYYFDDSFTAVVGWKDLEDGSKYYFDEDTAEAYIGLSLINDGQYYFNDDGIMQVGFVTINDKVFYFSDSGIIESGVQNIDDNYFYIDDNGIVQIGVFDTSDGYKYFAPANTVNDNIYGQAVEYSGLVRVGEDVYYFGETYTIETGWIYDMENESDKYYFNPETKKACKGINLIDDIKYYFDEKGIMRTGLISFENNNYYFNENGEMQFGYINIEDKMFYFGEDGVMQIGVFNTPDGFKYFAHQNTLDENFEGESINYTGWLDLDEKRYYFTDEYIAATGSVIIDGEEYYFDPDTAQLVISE
BoNT A protease – BoNT/A light chain protease inhibitors, primary screen, biochemical, flow cytometry, MLPCN library | hit rate 0.17% among 360,000 | AID 588499, 2011 | inhibition, % at 10 µM | multiplex microsphere protease substrate cleavage; note: plate controls were buffer without enzyme for full effect and enzyme alone for no effect
PfHsp40 rescue – rescue of yeast from PfHsp40 toxicity, primary screen, S. cerevisiae, ATP luminescence. S. cerevisiae expressing PfHsp40, growth rescue. growth rescue, % at 12.5 µM. hit rate 0.68% among 340,000. AID 504582, 2011; in the data active = growth rescue above about 28%, passing the limit was not always enough; inconclusive = no clear call, values can overlap the other calls;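 note: yeast W303a lacking pdr1 and pdr3 grown in galactose medium; growth measured after three days at 30 °C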
CCHF vOTU inh – CCHFV vOTU protease inhibitors, primary screen, biochemical, Pep-AMC substrate, fluorescence | Crimean-Congo hemorrhagic fever virus L polyprotein viral ovarian tumor (vOTU) protease … | inhibition, % at 11.5 µM | hit rate 0.55% among 370,000 | AID 651958, 2012; in the data active = inhibition above about 30%; note: 0% = vehicle wells with enzyme and 100% = no enzyme wells
Yp Topo-I inh – Yersinia pestis topoisomerase I inhibitors, primary screen, biochemical, cleavage product accumulation, plate reader, single point; DNA topoisomerase I (Yersinia pestis CO92); Y. pestis Topo-I cleavage product accumulation; activity, % at 10 µM; hit rate 0.064% among 360,000; in the data active = activity above about 50%, passing the limit was not always enough; inconclusive = no clear call, values can overlap the other calls; note: inactives centre near 2
* marks the source's active call; other numbers are inactive results; ? = inconclusive; nt = no result given. Cut-off read from the data, not from the text of the source, unless noted: active = inhibition above about 30%; inconclusive = no clear call, values can overlap the other calls; inactive = below that.

1) S=C(NCCc1ccccc1)N1Cc2cc(N3CCOCC3)ccc2-n2nncc2C1
2) Cc1cc2c(cc1C)C(c1ccccc1OC(C)C)CC(=O)N2 (stereo not given)
3) CCc1ccc(N2C(=O)CN(Cc3cc(OC)c(OC)c(OC)c3)C2=S)cc1
4) CCN(CC1COc2ccccc2O1)C(=S)Nc1ccccc1 (stereo not given)
5) O=C(CSCc1ccc(F)cc1)Nc1ccc(F)cc1
6) C=CCc1ccc(OCCOCCOc2cccc3ccc(C)nc23)c(OC)c1
Compound	1	2	3	4	5	6
BoNT-F LC inh	-7	-11	-2	4	-4	3
Anthrax LF inh2	0	6	-2	0	-1	-3
PrPC surface inh	0	13	8	3	9	4
FadD28 binding	-6.7	-4.9	-3.2	-2.1	-1.5	-0.3
TcdB GH inh	1.0	7.8	nt	nt	2.1	nt
BoNT A protease	-0.4	-6.5	0.5	1.0	-0.4	0.4
PfHsp40 rescue	nt	2.3	-0.4	1.1	1.7	1.0
CCHF vOTU inh	4	12	-7	-5	5	20
Yp Topo-I inh	nt	6	26	2	-5	36

7) CC(NCc1ccccc1OC1CCCC1)c1ccccc1 (stereo not given)
8) COCC(C)n1c(C)cc(C(=O)COC(=O)C2=NN(c3ccccc3)C(=O)CC2)c1C (stereo not given)
9) CSc1nnc2c3ccccc3n(CCc3ccccc3)c2n1
10) NC(=O)c1ccsc1NC(=O)COC(=O)Cc1ccsc1
11) O=C(CSc1nnc2ccccn12)N1CCOCC1
12) O=C(CN1CCN(CN2C(=O)NC3(CCCCCC3)C2=O)CC1)Nc1ccc(F)cc1
Compound	7	8	9	10	11	12
BoNT-F LC inh	-4	2	-1	3	1	-3
Anthrax LF inh2	-2	3	-6	0	-2	1
PrPC surface inh	4	nt	2	-3	nt	-4
FadD28 binding	1.1	-1.8	-0.5	0.0	-1.4	-1.7
TcdB GH inh	1.2	nt	nt	nt	-0.1	0.2
BoNT A protease	1.8	0.7	0.4	1.0	0.0	1.5
PfHsp40 rescue	-0.9	?	-0.2	-0.6	-0.3	-0.1
CCHF vOTU inh	-8	nt	18	-6	nt	10
Yp Topo-I inh	16	-9	12	-1	-2	-7

13) Cc1ccccc1C(=O)c1cccn1CC(=O)NCCCN1CCc2ccccc2C1
14) O=C(NCCc1ccccc1)c1c[nH]c2ccc(F)cc2c1=O
15) O=C(Nc1nccs1)c1ccc2ccccc2n1
16) CCc1nc(NCc2cccnc2)c2oc3ccccc3c2n1
17) COc1ccccc1NC(=O)C(=O)N/N=C/c1cccs1
18) CCOc1ccc2nc3cc(NCc4ccc(OC)cc4)ccc3c(N)c2c1
Compound	13	14	15	16	17	18
BoNT-F LC inh	-3	?	-2	0	-3	-164
Anthrax LF inh2	-1	0	0	-1	-1	-14
PrPC surface inh	-4	-2	-3	6	-6	nt
FadD28 binding	-4.0	-3.4	-4.8	-0.6	-1.0	4.5
TcdB GH inh	1.7	-0.2	1.7	nt	-2.5	1.0
BoNT A protease	-0.2	-1.7	-1.3	1.7	0.1	70*
PfHsp40 rescue	0.4	0.6	-0.7	-1.8	-0.6	-0.6
CCHF vOTU inh	-1	-3	-2	-4	6	nt
Yp Topo-I inh	-7	1	7	13	-3	-31

19) C=CCOc1ccc(/C=C/C(=O)Nc2ccc(C(=O)NC)cc2)cc1
20) COc1ccc(OC)c(S(=O)(=O)NCCCc2ccccc2)c1
21) O=C(Nc1ccc(C(=O)OC[C@@H]2CCCN3CCCC[C@H]23)cc1)c1cccc(Br)c1
22) Cc1oc2c(C)c(O)ccc2c(=O)c1-c1nncn1-c1ccccc1
23) Cc1ccc(CSCC(=O)N(CCC(C)C)c2c(N)n(Cc3ccccc3)c(=O)[nH]c2=O)cc1
24) Cc1cccc(-c2nc(S(=O)(=O)c3ccc(F)cc3)c(NCCCN3CCOCC3)o2)c1
Compound	19	20	21	22	23	24
BoNT-F LC inh	-1	?	-11	-2	-3	5
Anthrax LF inh2	2	-12	0	-4	-2	-1
PrPC surface inh	17	20	-7	0	-7	2
FadD28 binding	-2.1	-2.6	-2.6	-3.3	-1.1	-2.2
TcdB GH inh	1.3	0.8	1.0	0.6	-1.6	-2.6
BoNT A protease	0.6	-1.4	-0.6	-0.1	3.6	1.5
PfHsp40 rescue	-0.4	-1.5	0.3	2.1	0.0	0.0
CCHF vOTU inh	-16	-2	11	-7	9	2
Yp Topo-I inh	0	9	-9	0	2	26

25) CN(CC(=O)Nc1cccc(F)c1)CC(=O)Nc1ccccc1[N+](=O)[O-]
26) O=C(NCCCN1CCN(c2cccc(Cl)c2)CC1)c1ccc(N2CCCC2=O)cc1
27) O=C(Cn1nnc(-c2ccccc2)n1)N1CCCCC1
28) Cc1occc1C(=O)N/N=C/C1=C(N2CCOCC2)C(=C\c2ccc(Cl)cc2)/CC1
29) C#CCOCCOCCOCCNc1nc(N2CCN(C(=O)CCCCCCCCCCNC(=O)Cn3cc(CCCCCN)nn3)CC2)nc(N2CCN(C(=O)CCCCCCCCCCNC(=O)[C@H](CO)n3cc(CCCCCN)nn3)CC2)n1
30) c1ccc2cc(OCc3nc4ccccc4[nH]3)ccc2c1
Compound	25	26	27	28	29	30
BoNT-F LC inh	-2	4	-14	4	-41	3
Anthrax LF inh2	-3	7	-6	1	-9	2
PrPC surface inh	4	-10	5	0	nt	1
FadD28 binding	1.2	-3.3	0.3	-0.9	-6.5	-5.5
TcdB GH inh	0.5	nt	-0.9	0.4	nt	nt
BoNT A protease	0.4	0.8	-0.7	-0.3	0.1	0.4
PfHsp40 rescue	0.2	-0.5	2.0	1.0	2.5	6.9
CCHF vOTU inh	2	-4	2	3	nt	-9
Yp Topo-I inh	-14	27	-7	-1	-29	-4

31) Cc1ccc(N2CC(C(=O)NCC3CCCO3)CC2=O)cc1Cl (stereo not given)
32) CC1CCC(N2CCN(C(=O)c3ccccc3F)CC2)CC1 (stereo not given)
33) Cc1ccc2c(c1)COc1c3ccc(C(=O)NC(C)C)cc3nn1-2
34) COc1ccc(C=C2SC(=O)NC2=O)cc1OC
35) COc1ccc(-n2c(SCc3ccc(C#N)cc3)nnc2-c2ccccn2)cc1
36) O=C(O)c1cccc2c1C(=O)c1cccc3snc-2c13
Compound	31	32	33	34	35	36
BoNT-F LC inh	-10	?	-9	-6	14	-4
Anthrax LF inh2	-11	-14	-2	4	-4	-7
PrPC surface inh	-2	5	-16	-12	-5	-41
FadD28 binding	-1.9	-0.3	-0.5	-5.4	-1.9	-0.6
TcdB GH inh	nt	-1.8	0.5	0.2	nt	-0.3
BoNT A protease	-1.3	-11	-2.1	-0.2	0.1	-0.1
PfHsp40 rescue	0.2	0.4	2.3	-0.6	0.1	0.3
CCHF vOTU inh	5	-2	11	-7	2	-7
Yp Topo-I inh	6	5	9	4	8	-7

37) Cc1cccc(OCc2ccc(C(=O)Nc3cc(C)on3)o2)c1
38) CNc1nc(-c2ccc(S(=O)(=O)N3CCCCC3)cc2)cs1
39) CCOc1ccc(N2C(=O)CC(Cc3cc(C)cc(C)c3)C2=O)cc1 (stereo not given)
40) Cn1cnc2c1c(=O)n(CC(O)CO)c(=O)n2C (stereo not given)
41) COc1ccc(NC(=O)C2CCN(c3nc(-c4ccc(OC)cc4)no3)CC2)cc1
42) COc1ccccc1N(CC(=O)NCc1ccccc1C)S(=O)(=O)c1ccc(C)cc1
Compound	37	38	39	40	41	42
BoNT-F LC inh	15	0	-21	-5	-2	-19
Anthrax LF inh2	9	-8	-15	0	-3	12
PrPC surface inh	4	-2	4	-3	1	-1
FadD28 binding	0.9	0.2	-1.9	-1.8	-1.1	-4.4
TcdB GH inh	-0.2	1.0	2.6	nt	-0.1	-0.7
BoNT A protease	0.3	-0.1	-3.2	-0.6	0.2	-5.3
PfHsp40 rescue	-0.9	0.3	0.1	-0.4	0.3	1.9
CCHF vOTU inh	10	-9	-3	1	4	-4
Yp Topo-I inh	12	-9	-18	2	7	11

43) COc1cccc(C(=O)N2CCC(C(=O)NCc3ccc(C)cc3)CC2)c1
44) O=C(CCCN1C(=O)CCC1=O)Nc1ccccc1F
45) O=C(NC1CCCC1)C(c1ccc(F)cc1)N(C(=O)Cc1cccs1)c1ccc2c(c1)OCCO2 (stereo not given)
46) O=C1c2ccccc2C(=O)N1CC1CCCO1 (stereo not given)
47) COc1cccc(C2CC(c3cccs3)=NN2C(=O)CSC2=NCCS2)c1OC (stereo not given)
48) CCc1ccc(CNC(=O)c2ccc(NC(=O)C3=CSCCO3)cc2)cc1
Compound	43	44	45	46	47	48
BoNT-F LC inh	-19	4	-3	-8	8	4
Anthrax LF inh2	9	2	-2	-3	7	-2
PrPC surface inh	4	2	-1	nt	-6	-6
FadD28 binding	-0.4	-1.4	-3.9	-4.1	-1.8	-3.1
TcdB GH inh	1.0	nt	nt	nt	-1.0	1.4
BoNT A protease	-5.8	3.6	-0.9	-0.4	2.4	0.6
PfHsp40 rescue	1.1	0.4	0.5	-1.2	0.7	1.0
CCHF vOTU inh	-5	-22	5	nt	-2	19
Yp Topo-I inh	4	10	2	3	-2	9

Some entries already given with just BoNT-F LC inh:
item | structure | BoNT-F LC inh
31 | Cc1ccc(N2CC(C(=O)NCC3CCCO3)CC2=O)cc1Cl (stereo not given) | -10
32 | CC1CCC(N2CCN(C(=O)c3ccccc3F)CC2)CC1 (stereo not given) | ?
33 | Cc1ccc2c(c1)COc1c3ccc(C(=O)NC(C)C)cc3nn1-2 | -9

Later entries.
49) Cc1cccc(NC(=S)N2CCN(c3ccccn3)CC2)c1
50) CC(/C=N/Nc1nc(N2CCCCC2)nc(N2CCCCC2)n1)=C\c1ccccc1
51) CCn1ncc(Br)c1C(=O)Nc1cc(C)on1
52) S=C(NCC1CCCO1)Nc1ccc(Cl)cc1 (stereo not given)
53) Cc1cccc(NC(=O)CSc2nnc(-c3ccco3)n2CC2CCCO2)n1 (stereo not given)
54) Cc1ccccc1CN1C[C@@H]2C[C@@H](c3ccc4nsnc4c3)N3CCC[C@@]23C1=O
Compound	49	50	51	52	53	54
BoNT-F LC inh	?	8	3	-6	-6	2
Anthrax LF inh2	-4	-1	-1	2	-6	-8
PrPC surface inh	-3	-4	-5	1	-6	-29
FadD28 binding	-3.8	0.5	-4.2	-1.2	-0.1	-2.5
TcdB GH inh	0.1	nt	1.7	-0.3	0.8	1.2
BoNT A protease	-3.5	1.1	3.2	-0.2	0.1	0.3
PfHsp40 rescue	0.2	-1.2	0.6	-0.7	-1.0	-0.9
CCHF vOTU inh	-13	-2	16	-13	5	21
Yp Topo-I inh	-1	4	15	2	8	16

55) CC(=O)NC(c1ccccc1)c1nc(-c2cccnc2)cs1 (stereo not given)
56) c1csc(-c2ccc3nncn3c2)c1
57) CC(=O)NCCNc1nc(NCc2ccccc2)nc2ccsc12
58) CCn1c(=O)c(C(=O)Nc2ncccc2O)c(O)c2ccccc21
59) CCOC(=O)[C@H]1[C@H]2COc3ccc(C)cc3[C@@H]2N2C(=O)c3ccc(F)cc3NC(=O)[C@@]12C
60) Cc1ccc(CNC(=O)CN(c2cccc([N+](=O)[O-])c2)S(C)(=O)=O)cc1
61) O=C(C1CC(=O)N(c2ccc(F)cc2)C1)N1CCCCC1 (stereo not given)
Compound	55	56	57	58	59	60	61
BoNT-F LC inh	0	-6	-6	?	2	-5	-12
Anthrax LF inh2	-5	-10	-3	1	-2	-3	-5
PrPC surface inh	-4	-10	-12	7	5	-13	-3
FadD28 binding	-1.8	1.3	-1.1	-3.7	-2.5	0.3	0.2
TcdB GH inh	0.6	-0.3	1.2	-6.4	1.3	1.9	-4.6
BoNT A protease	0.4	-0.5	0.0	0.7	-0.5	-0.7	-2.0
PfHsp40 rescue	nt	nt	nt	-0.7	1.6	-1.4	-1.0
CCHF vOTU inh	-7	-8	3	14	-6	-7	21
Yp Topo-I inh	6	6	4	-4	3	4	0
